Source: PubChem (several laboratories)
GRK2 aptamer HTS = inhibitors of human GRK2 displacing RNA aptamer | P25098 | AID 488847 | 330,000 compounds, 0.59% hits | bead flow cytometry, FAM-aptamer displacement from GRK2 | inhibition of aptamer binding, % at 10 µM;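 active = inhibition of aptamer binding above 40%, roughly 3 SD of noise, on plates passing a quality check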;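 note: median bead fluorescence of bound FAM aptamer so fluorescent compounds give negative values; no value below 0 was filed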
GLD-1 RNA inh = GLD-1-TGE RNA interaction inhibition (C. elegans); AID 2280; purified GLD-1 + fluorescein TGE RNA, fluorescence polarization; inhibition, % at 5.96 µM; Q17339; 320,000 compounds, 0.44% hits;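 active = percent inhibition above a per-plate cutoff, the plate mean of test compounds plus 3 SD, cut at about 30% in these data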;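 note: 0% = DMSO wells with GLD-1 and probe and 100% = wells lacking GLD-1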
Target sequence (Q17339 whole entry, looked up): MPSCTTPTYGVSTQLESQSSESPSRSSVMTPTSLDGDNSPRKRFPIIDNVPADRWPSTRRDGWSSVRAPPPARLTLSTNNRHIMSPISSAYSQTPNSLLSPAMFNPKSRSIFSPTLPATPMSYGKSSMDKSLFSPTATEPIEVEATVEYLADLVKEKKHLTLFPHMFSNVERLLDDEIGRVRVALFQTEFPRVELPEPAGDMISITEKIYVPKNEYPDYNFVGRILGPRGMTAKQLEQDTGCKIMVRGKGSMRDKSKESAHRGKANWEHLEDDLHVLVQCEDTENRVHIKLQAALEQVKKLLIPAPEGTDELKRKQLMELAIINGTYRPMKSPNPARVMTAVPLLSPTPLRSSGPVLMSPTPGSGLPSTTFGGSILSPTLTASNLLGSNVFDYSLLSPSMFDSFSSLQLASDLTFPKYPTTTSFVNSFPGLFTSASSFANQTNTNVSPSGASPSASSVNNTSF
AGP1-GFP MLPCN = modulators of TOR pathway AGP1-GFP in S. cerevisiae; S. cerevisiae AGP1-GFP multiplex flow cytometry, 3 h; GFP as percent of DMSO wells; 320,000 compounds, 0.02% hits; GFP response vs DMSO, % at 10 µM;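 active = GFP response relative to DMSO above a set limit, near screen average plus 3 SD, cut at about 150% in these data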;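 note: median GFP channel fluorescence of the gated AGP1 strain per well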
CIT2 TOR yeast = yeast TOR pathway CIT2-GFP modulation. S. cerevisiae CIT2-GFP strain, flow cytometry, 3 h; 100 means same as DMSO wells. GFP response vs DMSO, % at 10 µM. 320,000 compounds, 0.065% hits;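 active = GFP response relative to DMSO above a set limit, near the screen mean plus 3 SD, cut at about 150% in these data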;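 note: ratio of well median GFP fluorescence to mean of DMSO wells on the plate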
MEX-5 binding = C. elegans MEX-5 TCR-2 RNA binding activity; MEX-5/FITC-TCR2 RNA binding, fluorescence polarization; active compounds read low; activity score (negative = inhibition of binding), % at 10 µM; 300,000 compounds, 0.38% hits; AID 1832;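 active = inhibition past about -25% in most replicates, and total fluorescence under double the plate's negative control median, limit read from the data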;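 note: 0% = DMSO and -100% = 5 µM competing unlabeled TCR2 RNA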
MCL1-BIM inh = inhibitors of human MCL1 binding to BIM-BH3 peptide; Q07820; GST-MCL1 / FITC-Bim-BH3 fluorescence polarization; inhibition, % at 10.9 µM; 320,000 compounds, 0.68% hits; AID 2057;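 active = inhibition above the mean inhibition of all tested compounds plus 3 SD, set per campaign, cut at about 40% in these data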;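 note: 0% = DMSO wells and 100% = unlabeled Bim-BH3 peptide control; higher means more loss of mP so more displacement of Bim peptide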
Target sequence (Q07820 whole entry, looked up): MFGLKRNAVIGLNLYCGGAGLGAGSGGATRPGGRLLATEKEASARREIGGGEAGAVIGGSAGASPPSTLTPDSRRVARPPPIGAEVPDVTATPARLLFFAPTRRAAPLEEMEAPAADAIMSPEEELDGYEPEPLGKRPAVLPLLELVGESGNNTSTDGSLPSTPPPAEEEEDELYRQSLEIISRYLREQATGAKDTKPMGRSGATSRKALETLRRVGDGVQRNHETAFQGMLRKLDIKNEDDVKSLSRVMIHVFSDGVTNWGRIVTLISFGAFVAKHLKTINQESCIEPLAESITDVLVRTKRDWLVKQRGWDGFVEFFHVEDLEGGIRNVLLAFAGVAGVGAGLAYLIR
Yeast superoxide = lowers age-related superoxide in aged yeast cells. S. cerevisiae aged cells, superoxide DHE fluorescence; active compounds read low. 330,000 compounds, 0.18% hits. superoxide response (% of plate mean), % at 10 µM. AID 2690;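 active = superoxide response under a set limit, about three screen SD below normal, cut at about 65% in these data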;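 note: yeast aged for seven days with compound at 30 °C before DHE staining; 100% = average MFI of all compound-treated wells on the plate with controls excluded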
BCLXL inh = blocks human Bcl-xL binding to Bim BH3 peptide; GST-Bcl-xL / FITC-Bim BH3 peptide fluorescence polarization; inhibition, % at 10.9 µM; 320,000 compounds, 0.7% hits;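 active = inhibition above the mean of all tested compounds plus 3 SD, cutoff set per campaign, cut at about 30% in these data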;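 note: 0% = DMSO wells and 100% = unlabeled Bim-BH3 peptide competitor; inhibitors lower millipolarization by displacing the labeled peptide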
Target sequence (Q07817 whole entry, looked up): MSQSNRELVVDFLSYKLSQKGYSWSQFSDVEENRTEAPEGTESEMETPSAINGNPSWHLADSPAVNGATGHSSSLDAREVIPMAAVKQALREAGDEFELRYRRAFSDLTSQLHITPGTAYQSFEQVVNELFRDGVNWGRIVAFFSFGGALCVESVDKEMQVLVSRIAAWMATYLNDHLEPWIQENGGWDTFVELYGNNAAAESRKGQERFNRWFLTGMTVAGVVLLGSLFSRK
VLA-4 inh = inhibition in a human VLA-4 binding assay | 330,000 compounds, 0.2% hits | VLA-4 expressing cells, ligand binding flow cytometry | inhibition, % (about 7 µM as worked out from the volumes in the protocol) | P13612 | AID 2557; in the data active = inhibition above about 50%
An asterisk follows results filed as active; . = no result given.

SMILES	GRK2 aptamer HTS	GLD-1 RNA inh	AGP1-GFP MLPCN	CIT2 TOR yeast	MEX-5 binding	MCL1-BIM inh	Yeast superoxide	BCLXL inh	VLA-4 inh
CCCn1nnc(NC(=S)NC(=O)c2ccccc2OC)n1	0	3	95	102	.	.	95	.	-8
Cc1ccc(N(CC2CO2)S(=O)(=O)c2ccc(C)cc2)cc1 (centres undefined)	0	-1	98	95	2.3	2	106	4	20
CCC(NC(=O)c1ccncc1)c1ccccc1 (centres undefined)	8	0	102	107	-0.8	5	102	-3	6
Cn1c(=O)c(Sc2ccc(Cl)cc2)c(O)c2ccccc21	4	9	90	75	1.0	13	106	7	-19
COc1ccc(CCn2c(NN=C3CCCCC3)nc3c2c(=O)[nH]c(=O)n3C)cc1	5	3	104	99	-2.9	6	92	5	5
O=C(CN(c1ccc(F)cc1)S(=O)(=O)c1ccc2c(c1)OCCO2)NCc1cccnc1	1	-2	93	101	-0.2	0	91	3	1
COc1ccc(CNC(=O)c2cnc(C)cn2)cc1	6	5	94	98	1.1	14	97	11	5
CC1CCCN(S(=O)(=O)c2cccc(C(=O)NCC3CCCO3)c2)C1 (centres undefined)	4	1	102	94	.	.	79	.	0
Cc1ccc2oc(C(=O)N3CCC(O)(c4ccccc4)CC3)c(C)c2c1	0	7	91	99	1.5	8	102	4	3
O=C(C1=C[C@H](c2coc3ccccc3c2=O)C[C@H](OCCCCO)O1)N1CCOCC1	1	0	105	97	-0.6	2	106	1	39
O=C1NCCN1CCNS(=O)(=O)c1ccccc1[N+](=O)[O-]	2	-3	97	99	1.2	2	105	-1	4
COc1ccc2cc3cc(C(=O)NCc4ccc5c(c4)OCO5)oc3nc2c1	0	4	105	103	-1.2	-19	96	-13	-2
O=C(Nc1ccccc1Cl)ON=C1c2ccccc2-c2ccccc21	0	3	96	93	2.0	4	105	3	3
CC(=O)N1CCC(C(=O)Nc2cc(C)cc(C)c2)CC1	0	-3	102	98	-0.1	4	61*	-2	5
CC(=O)c1ccc(S(=O)(=O)N2CCC(NC(=O)Nc3cccc(F)c3)CC2)cc1	3	5	101	109	0.0	1	96	3	-2
COc1ccc(C(C)(C)C)cc1NC(=O)COC(=O)c1nc2nccc(C)n2n1	4	6	104	106	.	-12	77	-8	-3
CC(Sc1nc(NCc2ccccc2)nc(N2CCOCC2)n1)C(=O)Nc1ccccc1 (centres undefined)	0	7	110	109	0.4	-14	95	-2	5
N#CC1=C(N)Oc2n[nH]c(-c3ccc(F)cc3)c2C1c1ccncc1 (centres undefined)	2	1	110	113	1.3	2	107	6	-3
CC1(C)C(C=C(Cl)Cl)C1C(=O)N1CCN(c2ccccc2)CC1 (centres undefined)	1	-2	94	101	-3.5	4	97	1	10
CCCCOc1ccc(/C=N/NC(=O)c2nnn(-c3nonc3N)c2CN2CCCCCC2)cc1	4	-1	100	98	0.1	3	104	3	-6
C=C(C)c1cccc(C(C)(C)NC(=O)NCc2ccncc2)c1	1	3	110	100	0.9	0	100	-2	3
CC(C)(C)C1CCc2c(sc(NC(=O)CSc3nnc(-c4ccccc4)o3)c2C#N)C1 (centres undefined)	2	8	94	95	-1.0	-1	108	3	6
C=CCOC(=O)C1=C(C)NC(SCC(=O)OCC)=C(C#N)C1c1ccc(C)cc1 (centres undefined)	0	-1	100	81	-1.6	-2	97	0	2
COc1cc2cc(C(c3nnnn3C(C)(C)C)N3CCc4ccccc43)c(=O)[nH]c2cc1OC (centres undefined)	2	2	112	106	1.8	8	98	7	13
COc1cc(/C=C(\C#N)C(=O)NC(C)C)cc(Cl)c1O	0	-9	100	104	2.8	-5	96	-3	11
(further entries)
SMILES	GRK2 aptamer HTS	GLD-1 RNA inh	AGP1-GFP MLPCN	CIT2 TOR yeast	MEX-5 binding	MCL1-BIM inh	Yeast superoxide	BCLXL inh	VLA-4 inh
O=C(c1ccco1)N1CCN(C(=O)c2cn(-c3ccccc3)nc2-c2ccccc2)CC1	0	3	103	99	.	-3	106	6	-12
CCCc1nnc(NC(=O)CCC(=O)N2CCN(CCOc3ccc(C)cc3)CC2)s1	1	0	102	96	-0.4	-1	96	2	14
O=C(/C=C/c1ccccc1)/C=C/c1ccccc1	0	-4	.	.	-1.8	-2	97	-1	9
CCOc1ccccc1NC(=O)CN(Cc1ccccc1)S(C)(=O)=O	0	1	104	100	0.5	6	114	1	13
Cn1c(N)c(C(=O)CSc2nnc(C3CC3)n2-c2ccccc2)c(=O)n(C)c1=O	0	1	105	105	.	58*	87	3	0
Cc1[nH]c2ccccc2c1/C=N/NC(=O)CNC(=O)c1cccs1	0	-3	103	94	1.5	-2	93	3	-1
CC1CC(C)CN(S(=O)(=O)c2ccc3c(c2)CCN3C(=O)C2CC2)C1 (centres undefined)	0	-1	103	99	0.7	-2	94	-4	2
CCCC(=O)NC(=S)Nc1ccc(N2CCOCC2)c(Cl)c1	0	-11	86	90	-0.7	-10	104	-9	23
Cc1ccc(NC(=O)CNC(=O)c2cccs2)c(O)c1	1	10	96	100	-4.2	-6	102	-5	-13
CC(C)(C)C(=O)N1CCC[C@H]1C(O)(c1ccccc1)c1ccccc1	2	3	110	112	0.7	-6	89	-1	7
CCOc1cccc(OCCOCCOc2ccccc2C(C)=O)c1	0	4	85	90	-0.1	-1	105	4	3
C[C@@H](C(=O)NCC1CC1)[C@@H]1C[C@@]1(C)[C@@H](NC(=O)OCc1ccccc1)c1ccccc1	.	-9	.	.	0.1	-7	.	0	.
O=C(CSc1nc2ccccc2[nH]1)c1ccc2c(c1)OCO2	0	3	101	.	0.2	-5	106	-1	-4
COc1cccc(-c2nc(Oc3cc(C)cc(C)c3)c3ccccc3n2)c1O	5	0	96	100	-3.1	8	103	5	11
O=C(O)CN1C(=O)CC(Cc2ccc(Cl)cc2)C1=O (centres undefined)	2	-3	99	91	-0.6	7	99	9	20
Cc1cccc(NC(=O)CSc2nnc(-c3ccco3)c(-c3ccco3)n2)c1C	11	3	107	99	-14	41*	127	25	8
O=C(O)C1=C[C@@H](c2ccc(C(F)(F)F)cc2)C[C@@H](OCc2ccc(CO)cc2)O1	0	8	97	94	-0.5	-10	108	-3	-6
Cc1ccc(S(=O)(=O)N(C)C)cc1NC(=O)c1ccc(OC(F)(F)F)cc1	2	4	109	112	-1.2	-12	98	-1	-1
CC1(C)c2cc(O)ccc2OC1N1CCOCC1 (centres undefined)	5	3	97	105	2.3	1	90	3	-10
COc1ccc(C(=O)NCCS(=O)(=O)N2CCN(Cc3ccccc3)CC2)cc1	1	-2	103	92	0.4	1	87	2	-3
COC(=O)CSc1nnc(-c2ccoc2C)n1-c1ccc(C)cc1	2	6	104	96	0.6	4	93	4	-12
CC(C)(C)c1cc(NC(=O)CSc2nncs2)n(-c2ccccc2)n1	0	1	98	101	1.2	5	106	6	9
COC(=O)c1n[nH]n(-c2ccc(F)c(Cl)c2)c1=O	0	-3	97	96	-1.0	-1	100	0	6
COc1cccc(OC)c1C(=O)Nc1c(C(=O)N2CCN(c3ccccn3)CC2)oc2ccccc12	4	2	95	98	.	1	101	5	-1
O=C(COc1ccc(Br)cc1)N1CCN(c2ccc([N+](=O)[O-])c(N3CCCCC3)c2)CC1	6	5	96	87	-1.9	1	105	0	1

Rewritten comma-delimited: entries from further up
compound,GRK2 aptamer HTS,GLD-1 RNA inh,AGP1-GFP MLPCN,CIT2 TOR yeast,MEX-5 binding,MCL1-BIM inh,Yeast superoxide,BCLXL inh,VLA-4 inh
COC(=O)CSc1nnc(-c2ccoc2C)n1-c1ccc(C)cc1,2,6,104,96,0.6,4,93,4,-12
CC(C)(C)c1cc(NC(=O)CSc2nncs2)n(-c2ccccc2)n1,0,1,98,101,1.2,5,106,6,9

New compounds follow:
SMILES	GRK2 aptamer HTS	GLD-1 RNA inh	AGP1-GFP MLPCN	CIT2 TOR yeast	MEX-5 binding	MCL1-BIM inh	Yeast superoxide	BCLXL inh	VLA-4 inh
COC(=O)[C@]1(C)N[C@H](CN(C)C(=O)NC(C)C)[C@@H]2C(=O)N(Cc3ccccc3)C(=O)[C@@H]21	0	-3	94	91	.	.	99	.	-10
COC(=O)c1cn(NC(=O)C2COc3ccccc3O2)c(=O)c2ccccc12 (centres undefined)	2	-7	100	102	-2.2	14	83	12	-6
CCOC(=O)N1CCc2c(sc3c2c(=O)n(Cc2ccccc2)c(=O)n3CC(=O)NCCOC)C1	2	-4	101	101	1.9	8	86	1	9
CN(Cc1ccon1)Cc1cn(C)nc1-c1ccc(Oc2ccccc2)cc1	0	9	97	98	3.1	8	90	10	4
CCC(CO)NS(=O)(=O)c1cc(-c2nn(C)c(=O)c3ccccc23)ccc1C (centres undefined)	3	4	100	100	0.9	4	83	-2	-1
O=C(c1ccco1)N1CCC(c2nc(-c3ccc(F)cc3)no2)CC1	0	8	90	93	-0.9	-4	145	2	4
COc1ccc2nc(NC(=O)CN3C(=O)NC4(CCCCC4)C3=O)sc2c1	0	2	83	97	1.0	4	100	-2	0
COc1cc(N)c(Cl)cc1C(=O)OC(C)C(=O)Nc1cccc(S(=O)(=O)N2CCOCC2)c1 (centres undefined)	0	3	95	90	-0.6	-12	107	-11	10
O=C1/C(=C/c2cccs2)CCC/C1=C\c1cccs1	4	-2	112	108	1.9	2	92	-6	-3
CCC(C)(C)NC(=O)C(c1cccc(OC)c1)N(C(=O)CNC(=O)c1cccs1)c1cccnc1 (centres undefined)	1	11	93	91	-0.8	0	101	1	1
Nc1ccc(Cc2ccccn2)cc1	0	1	88	80	1.7	4	91	6	4
Cc1oc(-c2ccc(Cl)cc2)nc1CS(=O)CC(=O)NCCCN1CCN(Cc2ccccc2)CC1 (centres undefined)	0	0	89	96	2.4	3	109	5	25
C/C(=N/NC(=O)CCC(=O)Nc1cccc(Cl)c1)c1ccc(C)cc1	0	-8	86	91	1.1	2	76	1	9
CCOc1ccc(N(CC(=O)Nc2cccc(OC)c2)S(C)(=O)=O)cc1	2	-1	91	101	1.5	5	98	2	8
CC1=Nc2ccc(Br)cc2C(c2ccccc2)N1CC(=O)O (centres undefined)	0	0	107	103	-3.2	0	96	-6	0
CNC(=O)c1cc2cc(OC)ccc2oc1=N	0	0	94	92	-1.1	5	102	3	9
Cc1nc(Sc2ccccc2)c(C#N)c(C)c1[N+](=O)[O-]	0	0	80	109	0.4	-1	152	5	5
CNC(=O)c1cc2cccc(OC)c2oc1=O	2	0	96	102	0.1	1	89	0	16
COc1ccc(-c2noc(CCC(=O)Nc3cccnc3)n2)cc1OC	1	-12	106	101	0.9	11	112	6	6
CCOc1ccc(N(CC(=O)NCc2ccccc2)S(=O)(=O)c2c(C)noc2C)cc1	0	0	97	98	0.5	5	95	-3	-7
O=C(CSc1nnc(NC(=O)c2ccccc2)s1)NCc1ccco1	8	1	100	97	-0.1	-3	92	-4	11
CN(C(=O)c1cccc(NC(=O)C2CCN(C(=O)OC(C)(C)C)CC2)c1)C1CCCCC1	8	5	96	89	.	.	85	.	-6
COCCn1cnc2c1c(=O)n(CC(=O)NCC(F)(F)F)c(=O)n2Cc1ccccc1	0	2	102	99	0.1	-7	101	-2	5
COc1ccc(C(=O)Nn2c(C)ccc2C)cc1OC	4	-1	106	103	0.9	2	101	8	5
CC(=O)Oc1ccc(N2C(=O)C3C(C2=O)C(C(=O)c2ccc(Cl)cc2)N2CCCC32)cc1 (centres undefined)	2	58*	109	103	-7.0	74*	93	78*	-9
Cc1ccc(C(C)NC(=O)c2c(C)noc2C)cc1C (centres undefined)	0	-4	105	92	0.4	-2	105	-6	6
O=C(Cc1cccs1)Nc1cccc(-c2nnc(-c3ccco3)o2)c1	3	0	103	100	-3.7	-4	96	8	-5
